# Rin1-Abl PPI inh: inhibitors of human Rin1-Abl protein interaction; P00519+Q13671; TR-FRET Rin1/Abl binding, biochemical; inhibition, % at 7.35 µM; 0.4% of 360,000 active; AID 588664; in the data active = inhibition above about 5%, passing the limit was not always enough
# MT1-MMP act inh: inhibitors of human MT1-MMP activation. P50281. HT1080 RFP-PRO-GFP cells, GFP/RFP ratio fluorescence, overnight; percent of plate control window, DMSO zero. GFP/RFP ratio change, % at 20 µM. 0.061% of 360,000 active;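 active = GFP/RFP ratio change of at least 30% with cell ATP level not reduced by more than half and red fluorescence within 50% of control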; also: strong numbers were not always called active
#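 Test system: HT1080 cells expressing an RFP-PRO-GFP fluorescent reporter construct / Compound dosing: single-point 20 µM compound, 1% DMSO / Schedule: cells overnight before dosing, compound overnight, 37 °C, 5% CO2 / Evaluation: GFP/RFP fluorescence ratio / Control set: DMSO and RFP-L50D-GFP cell wells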
# FAS TE block: blocks the thioesterase domain of human fatty acid synthase; inhibition, % at 15 µM; P49327; recombinant FAS-TE, OMFH fluorogenic substrate, fluorescence endpoint; AID 602261; 0.67% of 360,000 active;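 active = compounds whose normalised, plate-corrected inhibition of enzyme fluorescence in the single-dose primary screen is 50% or more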;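 also: 0% = DMSO with enzyme and 100% = substrate without enzyme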
# Rpn11 block: inhibitors of human proteasome Rpn11. O00487. human 26S proteasome, Ub4-pepOG fluorescence polarization; 20S core pre-blocked with epoxomicin. calls only at 20 µM. 0.59% of 360,000 active. AID 588493;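 active = inhibition at 20 µM, scaled to each plate's controls, above about 33%, limit read from the data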
# Target sequence (O00487 whole entry, looked up): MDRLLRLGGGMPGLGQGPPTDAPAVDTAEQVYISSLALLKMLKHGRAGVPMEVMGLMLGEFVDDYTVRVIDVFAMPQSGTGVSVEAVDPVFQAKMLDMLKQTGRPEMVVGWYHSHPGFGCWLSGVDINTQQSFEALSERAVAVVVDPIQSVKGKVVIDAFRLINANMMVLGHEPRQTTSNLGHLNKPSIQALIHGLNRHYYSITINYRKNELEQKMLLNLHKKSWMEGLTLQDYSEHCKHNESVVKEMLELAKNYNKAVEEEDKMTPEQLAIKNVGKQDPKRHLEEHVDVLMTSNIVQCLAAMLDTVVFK
# MsrA inh: inhibits bovine methionine sulfoxide reductase A | purified bovine MsrA, absorbance read-out | inhibition, % at 15.5 µM | 0.75% of 360,000 active | AID 651718; in the data active = inhibition above about 4.5%;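 also: 0% = vehicle wells with enzyme and 100% = reference inhibitor wells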
# E coli Lon inh: E. coli protease La inhibition. P0A9M0. purified E. coli Lon protease, fluorescence polarization. inhibition, % at 7.94 µM. 0.42% of 360,000 active; in the data active = inhibition above about 13%, passing the limit was not always enough;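 also: 0% = enzyme with probe and DMSO and 100% = no enzyme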
# MsrA act: activates bovine MsrA enzyme; purified bovine MsrA, absorbance read-out; activation, % at 10.6 µM; 0.3% of 360,000 active; AID 602163; in the data active = activation above about 7.5%;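 also: 0% = vehicle and 100% = reference activator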
# CSN inh: CSN deneddylation inhibition. Purified CSN, SCF-Nedd8-OG deneddylation, fluorescence polarization. inhibition, % at 12.5 µM. 0.38% of 360,000 active. AID 651999;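 active = pattern-corrected inhibition above about 35%, with an unprinted fluorescence ratio check between 0.5 and 1.5, limit read from the data, passing the limit was not always enough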;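 also: 0% = enzyme with substrate and 100% = substrate without enzyme; some results filed as inactive read as strong as hits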
#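 test system = HEK293T-derived human Csn5 enzyme | amount = 0.24 nM Csn5 enzyme, final concentration | medium = Tris/NaCl/DTT buffer, pH 7.5 | schedule = 90 min reaction at room temperature | signal = FP | evaluation = inhibition of Csn5 cleavage, % | compound dosing = single dose of 12.5 µM compound with 0.25% DMSO | probe or stimulus = 10 nM SCFSkp2-Nedd8OG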
# MLLE-PAM2 inh: blocks PAM2 peptide binding to the PABP1 MLLE domain | P11940 | GST-MLLE / FITC-PAM2 fluorescence polarization | inhibition, % at 20 µM | 0.36% of 360,000 active | AID 588489; in the data active = inhibition above about 35%, passing the limit was not always enough;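 also: plate controls were DMSO wells with GST-MLLE for no effect and wells lacking GST-MLLE protein for full effect; some results filed as inactive read as strong as hits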
# Target sequence (P11940 whole entry, looked up, the tested form may be a part): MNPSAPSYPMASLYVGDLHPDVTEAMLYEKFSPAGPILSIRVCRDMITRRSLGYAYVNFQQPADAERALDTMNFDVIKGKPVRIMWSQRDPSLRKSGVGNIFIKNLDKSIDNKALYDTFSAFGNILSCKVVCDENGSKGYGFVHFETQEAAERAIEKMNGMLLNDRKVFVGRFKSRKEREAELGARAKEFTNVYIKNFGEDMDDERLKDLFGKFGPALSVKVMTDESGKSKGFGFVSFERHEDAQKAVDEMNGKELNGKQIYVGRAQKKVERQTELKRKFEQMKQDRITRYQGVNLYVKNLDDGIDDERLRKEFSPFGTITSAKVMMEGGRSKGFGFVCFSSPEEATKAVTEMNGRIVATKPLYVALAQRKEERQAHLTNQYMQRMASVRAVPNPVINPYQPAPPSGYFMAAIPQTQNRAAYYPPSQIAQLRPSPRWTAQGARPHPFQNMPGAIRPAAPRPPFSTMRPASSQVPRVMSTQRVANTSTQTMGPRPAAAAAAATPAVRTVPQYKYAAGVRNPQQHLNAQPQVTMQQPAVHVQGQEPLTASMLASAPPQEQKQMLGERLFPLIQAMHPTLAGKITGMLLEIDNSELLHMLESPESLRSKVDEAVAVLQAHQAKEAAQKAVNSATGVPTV
# * hit, by the source's call; i = inactive; x = no result given; + = active, no number. Hits appear at their usual frequency; any-hit rate near 3.7%.
Compound,Rin1-Abl PPI inh,MT1-MMP act inh,FAS TE block,Rpn11 block,MsrA inh,E coli Lon inh,MsrA act,CSN inh,MLLE-PAM2 inh
CCC(=O)Nc1ccc(NC(=O)CSc2nnnn2-c2ccc3c(c2)OCCO3)cc1,4,7,-19,i,0.7,3,-11,1,-6
Cc1cc(C)nc(NNS(=O)(=O)c2ccc(F)c(Cl)c2)n1,-1,2,-9,i,0.0,-2,-2,4,-66
O=C(NCCCc1ccccc1)c1c(O)nc2sccn2c1=O,1,6,1,i,-0.7,-12,-4,-4,-1
Cc1ccccc1CN(c1ccc(C(=O)NCCC2=CCCCC2)cc1)S(C)(=O)=O,4,-1,12,i,-0.5,1,-3,-4,7
CCC(=O)Nc1ccc(-c2ccc(N3CCC(C)CC3)nn2)cc1,-4,4,4,i,x,-7,-3,-5,8
COc1ccccc1S(=O)(=O)Nc1cc(S(=O)(=O)N2CCCCC2)ccc1N1CCOCC1,5,1,3,i,1.1,-9,-9,0,0
O=C(Nc1cccc(Cl)c1)c1csc(-c2ccccc2)n1,-5,1,30,i,0.3,-4,-2,-4,-1
O=C1C=C(c2ccccc2Oc2ccccc2)C[C@@H](c2ccc(F)cc2)C1,-4,-3,25,i,0.7,4,2,4,-5
COc1ccc(OC)c(Cc2nnc(CCC(=O)NC3CCCCCCC3)o2)c1,-2,1,-1,i,-1.0,-2,-2,-1,-3
CC(CO)(CO)NC(=O)c1ccc(=O)[nH]n1,-5,1,-3,i,-0.8,11,-3,3,-6
CCn1cc([N+](=O)[O-])c(C(=O)N2N=C(c3ccc(OC)cc3OC)CC2c2ccccc2O)n1 (stereo not given),-4,7,6,i,1.4,1,-4,-26,3
Cc1cc(Nc2ccc(Cl)cc2)nc(-c2ccccc2O)n1,0,-3,27,i,0.7,-4,-2,3,-9
COC(=O)C1CCN(S(=O)(=O)Cc2ccccc2)CC1,-2,2,-8,i,1.0,0,-13,3,25
COc1cccc(OCc2cc(C(=O)N(C)Cc3nc(C)cs3)no2)c1,-2,0,-5,i,-1.0,-15,3,1,-9
COC(=O)C(C(=O)OC)C(C[N+](=O)[O-])c1ccc(OC)cc1 (stereo not given),2,2,-8,i,-0.9,-7,-5,6,1
CCn1c(SCC(=O)N2CCCC2)nc2c1c(=O)n(C)c(=O)n2C,-2,5,-4,i,0.5,-2,-4,-2,4
Cc1cccc(C)c1NC(=O)CNC(=O)CCNC(=O)c1ccco1,1,-2,-8,i,0.7,-11,-2,-5,-2
COC(=O)C1(CC2CC(c3ccncc3)=NO2)CCN(C(=O)OC(C)(C)C)CC1 (stereo not given),1,-4,-26,i,-0.8,-6,1,-4,8
CCOC(=O)C1CCCN(C(=O)c2cccc(N3C(=O)c4ccccc4C3=O)c2)C1 (stereo not given),-1,-1,-4,i,-0.5,-6,-2,0,8
C#CCOCCOCCOCCNc1nc(N2CCN(C(=O)CCCCCCCCCCNC(=O)[C@H](CCCCN)n3cc(CCO)nn3)CC2)nc(N2CCN(C(=O)CCCCCCCCCCNC(=O)[C@H](CCCN=C(N)N)n3cc(C[C@@H](C)CC)nn3)CC2)n1,22*,9,-25,+,x,3,5,109*,-17
CCc1ccc(NC(=O)c2ccc(Cn3cc([N+](=O)[O-])cn3)cc2)cc1,4,2,12,i,0.5,5,-4,3,1
CS(=O)(=O)N(CC(=O)Nc1ccccc1C(=O)N1CCOCC1)c1ccccc1,-2,0,-7,i,-0.9,-7,-10,-1,4
CCOCC(=O)Nc1nnc(COCC)s1,-1,-6,-4,i,0.3,6,-1,7,27
COc1ccccc1CC(=O)N1CCN(c2ccccc2F)CC1,2,3,-2,i,-0.2,-3,-1,6,-9
COc1ccc(CCNC(=O)c2ccccc2C(=O)NCCc2ccc(OC)c(OC)c2)cc1OC,-1,0,-4,i,-0.7,5,-2,3,-11
CCOC(=O)NC1(C(F)(F)F)NC(=O)N(C2CCCCC2)C1=O (stereo not given),0,7,-4,i,0.1,-5,-2,0,0
CCCOc1ccc(C(=O)CCC(=O)OC(C)C(=O)Nc2ccc(NC(C)=O)cc2)cc1 (stereo not given),0,-15,-2,i,-0.1,2,-1,-4,-10
COc1ccc(NC(=O)CN(C)C(=O)C2CC(=O)N(CCc3ccc(OC)c(OC)c3)C2)cc1 (stereo not given),5,-3,-6,i,2.5,9,-2,-1,-4
CCOc1ccc(/C(O)=C2/C(=O)C(=O)N(CCCN3CCOCC3)C2c2ccc(C)cc2)cc1C (stereo not given),-1,0,4,i,-0.8,-12,-2,6,1
CC(=O)Nc1ccc(C(=O)COC(=O)c2cccs2)c(F)c1,1,4,-2,i,1.2,-11,0,-1,4
COc1ccc2cc(C(c3nnnn3C3CCCC3)N3CCCCCC3)c3nnnn3c2c1 (stereo not given),3,-9,9,i,-0.5,-8,-4,-2,-5
CC(CCc1ccccc1)NC(=O)COC(=O)c1ccccc1Br (stereo not given),-1,3,8,i,-0.1,-7,1,0,-8
Cc1ccc(NC(=O)CN(C)C(=O)c2cc(-c3ccco3)nc3ccccc23)cc1,5,-3,2,i,0.1,-42,-8,51*,-15
O=C(CSc1n[nH]c(=O)[nH]c1=O)NC1CC1,3,2,-1,i,3.5,-1,0,6,-16
COc1cc(C(=O)NCCNc2nc3cc(C)ccc3cc2C#N)cc(OC)c1OC,-1,2,2,i,2.3,3,-1,-3,-2
CCOc1cccc(CNc2ccc(O)cc2)c1OCc1ccccc1Cl,-2,22,14,i,0.5,11,1,27,-11
Cc1[nH]c2ccc(C(=O)NC3CCCC3)cc2c1C,-2,4,-5,i,-1.0,-4,-10,2,-12
CCC(=O)NC(c1ccco1)c1cc(Br)c2cccnc2c1O (stereo not given),7.9*,6,2,i,0.4,9,0,-3,-8
CC(C)C1Cc2c(sc3c2c(=O)n(-c2ccccc2)c2n[nH]c(=S)n32)CO1 (stereo not given),0,3,-1,i,1.5,-1,-2,-2,-78
CCN(C(=O)CCS(=O)(=O)c1ccc(Br)cc1)c1ccc2c(c1)OCO2,-1,-3,2,i,14*,5,-2,0,18

# Record cards, from the list above. Order of values: Rin1-Abl PPI inh, MT1-MMP act inh, FAS TE block, Rpn11 block, MsrA inh, E coli Lon inh, MsrA act, CSN inh, MLLE-PAM2 inh
# Cc1ccc(NC(=O)CN(C)C(=O)c2cc(-c3ccco3)nc3ccccc23)cc1 is listed as 5, -3, 2, i, 0.1, -42, -8, 51*, -15
# CC(CCc1ccccc1)NC(=O)COC(=O)c1ccccc1Br (stereo not given) is listed as -1, 3, 8, i, -0.1, -7, 1, 0, -8
# O=C(CSc1n[nH]c(=O)[nH]c1=O)NC1CC1 is listed as 3, 2, -1, i, 3.5, -1, 0, 6, -16

# (continued)
Compound,Rin1-Abl PPI inh,MT1-MMP act inh,FAS TE block,Rpn11 block,MsrA inh,E coli Lon inh,MsrA act,CSN inh,MLLE-PAM2 inh
N/C(=N\OC(=O)c1ccc(Cl)cc1)c1[nH]ncc1Br,-3,2,-21,i,0.8,2,-2,5,-1
Cn1nc(C(F)(F)F)cc1-c1ccc(/C=C(\C#N)C(=O)c2cccc(C(F)(F)F)c2)s1,-4,-3,-1,x,0.9,4,-2,-7,-51
CC1(C)CC2(CCO1)C(Nc1ccccc1)=NC(=S)N2CC(N)=O (stereo not given),-1,-2,-8,i,-0.3,9,-5,6,-57
CCn1cc(CCC(=O)NC2CCCC2)c2ccccc21,1,0,1,i,-1.1,1,-1,4,10
Cc1cccn2c(=O)c3cc(C(=O)NC4CCCCCC4)sc3nc12,-2,1,6,i,-0.8,-9,-7,0,-11
O=C(OCn1ncc(Cl)c(Cl)c1=O)c1ccccc1Cl,-2,-23,24,i,0.3,2,-12,10,-21
COc1ccccc1C(=O)N/N=C(\C)CC(=O)Nc1ccc(Cl)cn1,3,0,0,i,-0.4,-5,-3,-6,23
CC1CCCC(C)N1c1nnc(NC(=O)c2cc(-c3ccc(Br)cc3)on2)s1 (stereo not given),-2,-7,6,i,-0.1,-6,1,2,-7
Cc1nnc2c(SC(C)C)nc3ccccc3n12,-12,0,1,i,1.7,2,-2,1,-14
CCn1cc(Cl)c(C(=O)Nc2ccccc2C(N)=O)n1,2,3,-7,i,0.4,2,-4,1,-4
COc1ccc(C)cc1NC(=O)C1CCCN(S(=O)(=O)c2cnc[nH]2)C1 (stereo not given),2,0,-12,i,-0.5,-4,-6,-3,-8
O=C(COC(=O)CCc1nc2ccccc2n1-c1ccccc1)Nc1cccc(Cl)c1,0,-8,36,i,-0.8,1,-4,1,-31
CCCOC(=O)c1ccc(NC(=O)C(CC)CC)cc1,-3,-1,-2,i,-0.7,-4,-7,-20,13
COc1cc([N+](=O)[O-])ccc1N1C(=O)CC(Sc2nccc(C)n2)C1=O (stereo not given),0,-1,-2,i,0.0,-4,-5,-1,30
Cc1oc(-c2ccc(F)cc2)cc1-c1nn2c(-c3ccoc3C)nnc2s1,1,-7,8,x,-1.1,3,-3,39*,-17
CN1CCN(NC(=O)CN2C(=O)S/C(=C\c3c(Cl)cccc3Cl)C2=O)CC1,1,4,-2,i,0.8,6,-7,-4,41*
CCOC(=O)c1ccc(NC(=S)NCc2ccco2)cc1,-2,3,4,i,0.5,-1,-6,-3,-11
COc1cccc(-c2cccc(-c3nc(C(=O)Nc4ccc(-c5ccccc5)cc4)cc4c3[C@H](CCO)N(S(=O)C(C)(C)C)C4)c2)c1 (stereo not given in full),3,3,-5,i,x,-21,-11,0,-22
NS(=O)(=O)c1cccc(NC(=O)COC(=O)CCSc2ccccc2)c1,-3,-8,-8,i,-1.3,-8,-6,3,11
CN(CCc1ccccn1)Cc1ccc(Cl)cc1,0,10,-11,i,-0.5,-2,0,6,-6
O=C(COC(=O)CNC(=O)c1cccc([N+](=O)[O-])c1)Nc1ccccc1OC(F)F,-4,-1,-1,i,-1.8,-3,3,-1,9
C=CCn1c(SCC(=O)Nc2ccccc2C)nc2sc(C)c(C)c2c1=O,2,-1,-1,i,-0.8,-12,0,-1,-10
O=C1[C@H]2[C@@H](c3ccc(F)cc3)N3C(=O)N(c4ccc(Br)cc4)C(=O)[C@@]3(Cc3ccccc3)[C@H]2C(=O)N1C1CCCCC1,2,-3,92*,i,0.1,3,-2,-2,6
CC(C)OC(=O)c1cccc(C(=O)Nc2cccc(NC(=O)c3cccc(C(=O)OC(C)C)n3)n2)n1,-2,-1,22,i,0.3,7,-1,7,-8
CC(C)Cn1c(N)c(C(=O)COC(=O)Cc2cccs2)c(=O)n(C)c1=O,1,6,6,i,-0.7,-5,-2,-2,-3
S=C(Nc1ccccc1)Nc1nc2ccccc2n1CCOc1ccc(Cl)cc1,-1,9,21,i,3.8,5,-1,-9,25
CC(C)Oc1ccc(C(=O)NC2CCN(Cc3ccccc3)CC2)cc1,3,2,-1,i,1.2,-7,-4,4,-6
CCCCC(=O)Nc1nc(C)c(-c2csc(Nc3cc(Cl)ccc3OC)n2)s1,-3,2,22,i,0.9,-4,-4,1,5
O=C1NC[C@@H]2CCCN2C1=O,x,8,-4,x,-0.4,-6,-7,2,x
CC1CCc2c(sc(NC(=S)NC(=O)c3ccccc3)c2C#N)C1 (stereo not given),-1,-3,1,i,-1.5,-4,-3,-1,37

# Assay outcomes (PubChem BioAssay)
